NOD2-RIPK2 inh – NOD2-RIPK2 binding disruptors in cells, primary screen, fluorescence, CHO cells, BLA complementation | Receptor-interacting serine/threonine-protein kinase 2 (Homo sapiens), O43353 | CCF4 ratio | inhibition, % at 4.98 µM | actives 0.38% (n = 360,000) | AID 624267, 2012; in the data active = inhibition above about 21%;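 also: 0% = vehicle only and 100% = reference blocker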
MC4R barr agon – MC4R agonists recruiting beta-arrestin, primary screen, cell-based, luminescence, agonist arm of biased-ligand search | Melanocortin receptor 4 (Homo sapiens), P32245 | U2OS MC4R beta-arrestin complementation; percent of melanotan II response, DMSO zero | activation, % at 8.9 µM | actives 0.98% (n = 360,000) | AID 540308, 2011;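 active = activation above a per-plate cutoff, the mean activation of sample wells on that plate plus 3 SD, cut at about 8% in these data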
MC4R antagonist – MC4R antagonists of cAMP signaling, primary screen, cell-based, TR-FRET, antagonist arm of biased-ligand search; MC4R-expressing cells, MTII-stimulated cAMP, LANCE TR-FRET; inhibition, % at 6.5 µM; actives 0.48% (n = 360,000); AID 540295, 2011;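 active = inhibition above its plate's cutoff, the mean of tested wells on that plate plus 3 SD, cut at about 29% in these data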;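 also: 0% = Melanotan II alone and 100% = Melanotan II plus saturating MCL0020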
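Material: U2OS-MC4R stable cell line | Reagent: Melanotan II challenge after compound preincubation | Doses: One concentration, 6.5 µM nominal | Incubation: 30-min compound preincubation, 1-h Melanotan II challenge, 1-h detection, room temperature | Signal: TR-FRET cAMP assay | Replicates: One well per compound, no replicates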
N-glyco inh – increase of ERlucT glycosylation luciferase signal, primary screen, N-linked glycosylation inhibitor project, D54 ERlucT cells, luminescence, set 2 | reporter increase, % at 12.5 µM | D54 ERlucT glycosylation luciferase reporter, 24 h; percent of 100 nM tunicamycin response | actives 0.23% (n = 360,000);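 active = mean luciferase reporter signal, scaled so untreated is 0 and the glycosylation-blocking control 100, at or above a set limit in every replicate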;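 also: luciferase carries N-glycosylation sites so blocking glycosylation raises the light; 0% = median of neutral control wells and 100% = median of 100 nM tunicamycin wells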
TLR9-MyD88 block – inhibitors of TLR9-MyD88 association in cells, primary screen, cell-based, CHO, BLA complementation, fluorescence; Toll-like receptor 9 (Homo sapiens) + Myeloid differentiation primary response protein …; CCF4 FRET ratio; inhibition, % at 4.98 µM; actives 0.21% (n = 340,000);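 active = inhibition above the mean over all tested compounds plus 3 SD, cut at about 21% in these data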;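 also: 0% = DMSO only wells and 100% = clavulanate BLA inhibitor control wells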
ABCB6 inh 2 – ABCB6 transporter inhibitors, primary screen, K562-ABCB6 cells, flow cytometry, MLPCN library; ATP-binding cassette sub-family B member 6 (Homo sapiens), Q9NP58; K562-ABCB6 porphyrin accumulation, 1 h; active compounds read low; fluorescence ratio to DMSO, % at 10 µM; actives 0.19% (n = 360,000);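 active = fluorescence ratio to DMSO below 75%, the collection mean minus 3 SD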;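 also: signal is porphyrin accumulated inside mitochondria; 100% equals median channel fluorescence of DMSO control wells; lower ratio means ABCB6 inhibition with less porphyrin fluorescence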
H9c2 protect – cardioprotection against H2O2-induced cell death, primary screen, uHTS, H9c2 cells, ATPLite luminescence; protection from H2O2 cell death, % at 20 µM; H9c2 cardiomyocytes, H2O2 injury protection, 2 h; actives 0.63% (n = 360,000);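 active = compounds giving at least 50% protection of heart cells from peroxide-induced death in the single-dose screen, raw or plate-pattern-corrected value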;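 also: 0% = DMSO wells with peroxide and 100% = DMSO wells without peroxide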
NCOA2 inhibitor – inhibition of GAL4-SRC2 driven luciferase reporter, primary screen, SRC2 inhibitor project, cell-based, luminescence | Nuclear receptor coactivator 2 (Homo sapiens), Q15596 | HEK293 GAL4-SRC2 luciferase reporter | inhibition, % at 9 µM | actives 0.17% (n = 370,000);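 active = inhibition above the mean inhibition of all tested compounds plus 3 SD, set per campaign, cut at about 52% in these data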;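 also: 0% = DMSO treated cells and 100% = cells given Gossypol at 36 µM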
Target sequence (Q15596 whole entry, looked up, the tested form may be a part): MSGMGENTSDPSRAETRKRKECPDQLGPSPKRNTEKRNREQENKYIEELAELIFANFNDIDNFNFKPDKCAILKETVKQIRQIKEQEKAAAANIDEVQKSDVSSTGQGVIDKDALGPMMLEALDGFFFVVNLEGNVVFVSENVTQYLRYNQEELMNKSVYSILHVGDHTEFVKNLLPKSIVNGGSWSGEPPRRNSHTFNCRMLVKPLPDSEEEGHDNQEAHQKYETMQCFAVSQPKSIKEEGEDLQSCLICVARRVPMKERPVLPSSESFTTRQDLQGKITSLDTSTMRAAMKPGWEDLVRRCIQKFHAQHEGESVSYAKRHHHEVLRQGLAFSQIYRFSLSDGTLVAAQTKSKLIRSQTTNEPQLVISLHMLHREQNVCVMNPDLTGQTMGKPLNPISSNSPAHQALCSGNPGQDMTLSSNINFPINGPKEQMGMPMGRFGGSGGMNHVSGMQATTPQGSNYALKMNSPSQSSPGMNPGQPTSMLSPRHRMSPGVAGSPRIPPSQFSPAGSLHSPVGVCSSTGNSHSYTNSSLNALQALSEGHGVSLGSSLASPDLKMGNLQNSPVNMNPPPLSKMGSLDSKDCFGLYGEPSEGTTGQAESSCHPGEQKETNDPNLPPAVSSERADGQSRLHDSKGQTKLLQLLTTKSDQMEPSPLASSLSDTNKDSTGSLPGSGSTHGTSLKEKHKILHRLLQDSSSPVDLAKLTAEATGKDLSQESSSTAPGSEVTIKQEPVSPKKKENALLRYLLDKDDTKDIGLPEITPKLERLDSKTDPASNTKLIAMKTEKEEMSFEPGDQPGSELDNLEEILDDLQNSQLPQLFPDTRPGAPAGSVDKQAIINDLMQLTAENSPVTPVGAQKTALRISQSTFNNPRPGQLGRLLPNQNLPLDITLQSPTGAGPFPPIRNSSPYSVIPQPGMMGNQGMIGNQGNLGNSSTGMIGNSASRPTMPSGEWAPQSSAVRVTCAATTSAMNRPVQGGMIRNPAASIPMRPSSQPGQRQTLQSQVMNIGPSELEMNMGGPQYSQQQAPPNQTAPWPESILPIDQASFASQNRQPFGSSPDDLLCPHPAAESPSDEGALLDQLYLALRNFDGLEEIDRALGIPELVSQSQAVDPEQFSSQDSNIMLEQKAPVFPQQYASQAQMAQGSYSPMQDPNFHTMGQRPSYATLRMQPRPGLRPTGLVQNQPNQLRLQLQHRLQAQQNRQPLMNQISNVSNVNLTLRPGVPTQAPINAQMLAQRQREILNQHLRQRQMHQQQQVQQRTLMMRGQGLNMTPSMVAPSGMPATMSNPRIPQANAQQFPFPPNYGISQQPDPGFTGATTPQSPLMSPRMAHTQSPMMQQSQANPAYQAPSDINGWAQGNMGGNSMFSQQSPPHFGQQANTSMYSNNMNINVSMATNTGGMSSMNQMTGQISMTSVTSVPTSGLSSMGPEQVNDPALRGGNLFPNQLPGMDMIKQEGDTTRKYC
m5-HT2A agonist – mouse Htr2a agonists via beta-arrestin recruitment, primary screen, cell-based, luminescence; CHO-K1 mHTR2A beta-arrestin complementation; percent of 30 µM serotonin response; AID 624169, 2012; activation, % at 7.6 µM; actives 0.66% (n = 360,000);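 active = activation above a run cutoff, the mean activation of all tested compounds plus 3 SD, cut at about 14% in these data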;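 also: 0% = plate median of compound wells and 100% = 30 µM serotonin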
ABHD5 PLIN5 PPI – ABHD5-PLIN5 interaction inhibitors, primary screen, cell lysate, split luciferase complementation, luminescence. inhibition, % at 4 µM. actives 0.78% (n = 360,000). AID 602281, 2012. Split G. princeps luciferase complementation, 4 h. Perilipin-5 (Homo sapiens) + 1-acylglycerol-3-phosphate O-acyltransferase ABHD5 (Homo …;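 active = inhibition above the mean inhibition across every tested compound plus 3 SD, cut at about 22% in these data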;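 also: 0% = DMSO only wells and the 100% control is not disclosed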
* = called active by the depositor; nt = not tested or not shown; & = joins results of further samples.

SMILES	NOD2-RIPK2 inh	MC4R barr agon	MC4R antagonist	N-glyco inh	TLR9-MyD88 block	ABCB6 inh 2	H9c2 protect	NCOA2 inhibitor	m5-HT2A agonist	ABHD5 PLIN5 PPI
Cn1c(SCC(=O)NCCc2ccccc2)nnc1-c1ccncc1	-4	-0.8	0	3	-1	95	0	16	-1	-8
CCC1C(=O)NCCN1C(=O)c1ccccc1OC1CCN(S(C)(=O)=O)CC1 (stereo not given)	-2	-2.5	-8	-1	-4	98	-3	-32	-1	4
CCCCC1=CC2=CC(=O)C(C)(OC(=O)CC)C(=O)C2=CN1C1CCCCC1 (stereo not given)	-19	0.1	8	2	-5	103	-6	6	4	-10
O=[N+]([O-])c1cc(-c2ccc(/C=N/c3nc4ccccn4c3-c3ccco3)o2)ccc1Cl	-3	-1.5	-3	0	-4	98	18	-37	9	12
CC1(c2ccc(OC(F)F)cc2)NC(=O)N(CC(=O)N2CCN(C(=O)c3ccco3)CC2)C1=O (stereo not given)	-11	-3.5	1	-1	-4	89	-4	11	-2	-3
Cc1nc2ccccc2c2oc(C(=O)NCCCN3CCC(C)CC3)cc12	-2	-1.7	9	5	-19	102	14	-11	5	-6
CC(C)c1ccc(C2C(C(=O)c3ccco3)=C(O)C(=O)N2CC2CCCO2)cc1 (stereo not given)	4	-0.7	13	1	-9	94	-1	-21	-11	0
Cc1c(C(=O)NCCS(=O)(=O)N2CCN(c3ccccc3F)CC2)cccc1[N+](=O)[O-]	-4	-1.6	-8	5	5	98	-3	23	2	5
O=C(NNc1ccccc1)Nc1cc(Cl)ccc1Cl	-11	1.6	8	-2	1	101	-3	-22	3	-8
COc1cc(C(=O)Oc2ccccc2/C=N/NC(=O)c2ccc(Cl)cc2)cc(OC)c1OC	0	1.3	14	-11	-11	94	33	-7	-9	3
COCCSc1ccccc1C(=O)Nc1ccccc1C(C)C	11	0.2	1	2	-5	93	0	20	0	-2
O=C(Nc1ccc2nn(-c3ccc(F)cc3)nc2c1)c1cccnc1	0	-1.8	19	-1	-2	101	6	-22	-6	-8
CCOC(=O)N1CCC(c2cc(=O)n3[nH]c(-c4ccccc4)cc3n2)CC1	-8	-0.7	9	2	3	96	2	-13	0	5
CCC(=O)NC(Nc1cc(C)ccn1)(C(F)(F)F)C(F)(F)F	-2	0.5	-6	0	5	98	2	20	14	7
Cc1cccc2cc(CN(CC(C)C)S(=O)(=O)c3ccccc3)c(=O)[nH]c12	-6	-0.7	-1	-4	-3	96	0	-19	5	3
O=C1/C(=C/c2ccccc2)SC(=S)N1CCCC(=O)N1CCCCC1CCO (stereo not given)	-9	-2.5	-2	-5	2	100	-14	11	-2	5
Cc1ccc(SC2CCN(C(=O)C3CCC(=O)N(C4CC4)C3)CC2)cc1 (stereo not given)	-5	-2.1	0	-1	-10	104	-3	-4	5	0
Nc1ccc(N=Nc2ccccc2)c2cccnc12	-7	0.6	19	0	9	96	-7	-41	-6	4
O=[N+]([O-])c1ccc2nonc2c1Nc1ccccc1	-10	-2.0	-14	1	-5	96	-2	-25	6	5
CCOC(=O)C1CCN(C(=O)c2ccc(C)o2)CC1	3	-1.1	0	-1	6	99	4	9	-5	5
CC(C(=O)Nc1ccc(F)cc1Cl)N(C)CCOc1ccccc1 (stereo not given)	-3	0.3	-1	0	-8	91	1	4	-4	-19
COC(=O)c1ccsc1NC(=O)CCS(=O)(=O)c1ccccc1	-5	-1.0	9	-9	-10	106	-3	17	-2	0
Cc1oc2c(C)c3oc(=O)c4c(c3cc2c1C)CCCC4	-3	2.7	17	1	-2	101	3	-6	3	-6
COc1ccc(OC)c(C2=NOC(C(=O)Nc3cccnc3)C2)c1 (stereo not given)	-7	-2.0	8	4	2	93	11	-2	-3	1
O=C(CNC(=O)c1ccc(Cl)cc1)Nc1ccc(S(=O)(=O)Nc2ncccn2)cc1	-1	-2.2	9	1	-5	95	5	18	0	-2
COC(=O)c1cc(Br)ccc1NC(=O)CCNC(=O)c1ccco1	-6	-1.4	5	-1	-1	98	5	9	-4	1
Cc1ccc(-c2nc3cc(N)ccc3o2)cc1Br	15	-0.5	12	-10	4	104	-9	-22	4	-7
O=S(=O)(NCc1cc(-c2ccccc2Cl)no1)c1ccccc1	-5	-1.0	1	-4	-3	84	-10	-8	0	2
COC(=O)Cn1c(=NC(=O)C2CC2)sc2c(C)cc(C)cc21	1	-0.1	-1	-1	-8	93	5	-7	-5	-6
Cc1cc(C)c(C(=O)CSc2nc(C)cc(=O)[nH]2)c(C)c1	-7	1.1	7	-2	-12	101	-4	-6	3	-1
COc1cc(C)c(NC(=O)c2cccc(S(=O)(=O)N3CCCC3)c2)cc1OC	2	0.5	-3	0	-10	99	0	-6	8	-2
CCNC(=S)Nc1ccc2ncoc2c1	1	0.2	1	0	-2	101	2	7	5	13
O=C(Nc1ccccc1)c1cc(C2CCCCN2C(=O)CCCc2ccccc2)on1 (stereo not given)	-16	-0.7	1	-4	nt	96	3	7	-5	1
COc1ccc(NC(=O)CN2CCN(c3ccc(Cl)cc3)CC2)c(OC)c1	12	0.2	7	2	8	101	-14	-8	-5	-1
CCCCCn1c(=N)c(S(=O)(=O)c2ccc(Br)cc2)cc2c(=O)n3cccc(C)c3nc21	-9	-0.6	6	2	8	108	-12	5	-7	-1
COc1cccc(-n2c(Cc3cc(=O)[nH]c(=O)[nH]3)nnc2SCC(=O)N2CCCCCC2)c1	2	0.1	11	0	3	104	0	11	4	-8
CCCNC(=O)N(C)c1nncnc1C(=O)NC	-4	-0.7	-3	1	-12	95	0	-1	6	2
NC(N)=NS(=O)(=O)c1ccc(NC(=S)NC(=O)/C=C/c2ccc(F)cc2)cc1	-7	0.8	1	0	9	101	7	3	0	9
Cc1noc(/C=C/N(C)C)c1S(=O)(=O)N(C)Cc1ccc(F)cc1	12	-0.2	12	-1	4	103	4	-5	4	0
CSCCC(NC(=O)c1ccccc1Cl)C(=O)N1CC(C)OC(C)C1 (stereo not given)	-8	-2.7	0	0	6	93	17	20	10	9
CNC(=O)COC(=O)c1ccc2c(c1)S(=O)(=O)c1ccccc1C2=O	-14	2.2	7	0	-2	96	2	-7	0	3
O=C(CCNC(=O)c1ccc(Br)o1)NCc1ccc(Cl)cc1	-3	-1.4	8	-1	-1	101	5	-3	-2	-5
COc1cc(N2CCCC2)c(OC)cc1/C=C(/C#N)c1cccc(Br)c1	-5	-3.2	-5	2	12	698	-14	nt	1	-2
CSc1ncnc2[nH]ncc12	-9	-0.7	-7	-2	5	96	1	1	5	5
O=C(CCl)N1N=C(c2ccco2)CC1c1ccco1 (stereo not given)	-16	2.0	-4	8	-2	103	-6	51	0	38*

Single entries from the list.
Value of `CNC(=O)COC(=O)c1ccc2c(c1)S(=O)(=O)c1ccccc1C2=O` in H9c2 protect: 2
Value of `CSCCC(NC(=O)c1ccccc1Cl)C(=O)N1CC(C)OC(C)C1` (stereo not given) in ABCB6 inh 2: 93

(listing goes on)
SMILES	NOD2-RIPK2 inh	MC4R barr agon	MC4R antagonist	N-glyco inh	TLR9-MyD88 block	ABCB6 inh 2	H9c2 protect	NCOA2 inhibitor	m5-HT2A agonist	ABHD5 PLIN5 PPI
Cc1ccc(NC(=O)CS(=O)CC(=O)N(CC(=O)NC2CCCC2)c2cccc(C)c2C)cc1 (stereo not given)	-4	-1.5	1	-1	6	100	2	0	2	1
COc1ccc(-n2[nH]c(C)cc2=O)cc1	-13	-0.3	17	0	3	114	5	-23	-2	-16
COc1cc(C#Cc2ccc3cc(C(C)(C)O)oc(=O)c3c2)cc(OC)c1	-10	6.3	3	-2	1	97	-5	-11	3	-2
COc1cc(NC(=O)NCC2CCN(Cc3ccccc3Cl)CC2)cc(OC)c1OC	2	-1.6	-4	-1	2	99	3	-43	-1	2
CC(C)OC(=O)/C(=C/c1cccnc1)NC(=O)c1ccccc1	5	3.2	4	-2	-11	99	-2	4	-2	7
COc1cccc(OC)c1NC(=O)CN1CCC(NC(=O)c2cccc(F)c2)CC1	8	-1.9	-2	-1	-9	101	9	-2	-5	-2
COc1ccc(C(=O)NNC(=O)Nc2ccc(Cl)cc2)cc1	3	0.4	6	-1	3	93	-6	-9	4	-13
CCOC(=O)C1=CC[C@@H](c2ccncc2)N(S(=O)(=O)c2ccc(C)cc2)C1	-1	nt	nt	20	nt	94	5	-11	1	2
O=C(COC(=O)C1CC(=O)N(Cc2ccccc2)C1)c1ccc(Br)cc1 (stereo not given)	-5	-0.5	9	1	4	95	2	-13	-2	10
Cc1ccc(NC(=O)Cn2c(=O)cnc3ccccc32)cc1S(=O)(=O)N(C)C	1	-1.1	3	-1	8	97	-3	5	-1	-7
COc1ccc(S(=O)(=O)N2CCN(C3CCCCCCC3)CC2)cc1	-2&-13	-0.4&-0.6	8&7	-4&-1	-6	97&95	-11&1	-5&10	-4&1	-6&-5
CCOCCCNC1=C(Cl)C(=O)c2ccccc2C1=O	-2	-1.7	-2	9	-13	95	-10	-12	-1	-10
CC(C)(C)c1cc(NC(=O)CCl)n(-c2ccccc2)n1	0	-0.9	1	-6	-6	98	-4	-7	-3	0
CN(CCCC(=O)O)S(=O)(=O)c1ccc2c(c1)C(=O)c1cc(S(=O)(=O)N(C)CCCC(=O)O)ccc1-2	6	-1.7	0	0	-11	102	3	-32	2	-2
O=S1(=O)CC(N2CCOCC2)c2ccccc21 (stereo not given)	12	-1.1	20	1	4	96	-5	-20	0	2
CCc1cccc2c(=O)c(C(=O)NCCN3CCOCC3)c[nH]c12	1	-0.6	4	3	-2	98	-4	-13	1	-5
Cc1nn(-c2ccc(F)cc2F)c(=O)c2noc(C)c12	3	-1.9	6	1	4	101	0	5	-2	1
COc1ccccc1CNS(=O)(=O)c1c(C)cc(C)cc1C	-2	0.5	12	-1	-4	97	-2	-29	-4	-9
O=C(NCc1ccccn1)c1cc(Cl)ccc1OCc1ccccc1	-14	-2.6	1	0	2	98	-1	-6	-4	-5
O=C(Nc1cccnc1)C1=NN(C2CCS(=O)(=O)C2)C(=O)CC1 (stereo not given)	2	-2.4	10	1	4	101	1	10	1	3

The list is partial. The share of hits here may be higher or lower than overall.
